TWEAK-Fn14 inh: blocks TWEAK-Fn14 interaction in a reporter cell assay; inhibition, % at 10 µM; TWEAK-stimulated Fn14 reporter cells, luciferase luminescence, 8 h; AID 1159606; actives 2% (n = 360,000); in the data active = inhibition above about 50%
NCOA3 inh: inhibits human SRC3 coactivator; Q9Y6Q9; HEK293 GAL4-SRC3 luciferase reporter, luminescence; inhibition, % at 3.6 µM; actives 0.17% (n = 360,000); AID 588352;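 active = inhibition above a per-campaign cutoff, the mean of all compounds plus 3 SD, cut at about 60% in these data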;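 note: 0% = DMSO-treated cells and 100% = gossypol-treated cells at 36 µM; higher means less SRC3-driven luciferase light from the GAL4 reporter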
Target sequence (Q9Y6Q9 whole entry, looked up, the tested form may be a part): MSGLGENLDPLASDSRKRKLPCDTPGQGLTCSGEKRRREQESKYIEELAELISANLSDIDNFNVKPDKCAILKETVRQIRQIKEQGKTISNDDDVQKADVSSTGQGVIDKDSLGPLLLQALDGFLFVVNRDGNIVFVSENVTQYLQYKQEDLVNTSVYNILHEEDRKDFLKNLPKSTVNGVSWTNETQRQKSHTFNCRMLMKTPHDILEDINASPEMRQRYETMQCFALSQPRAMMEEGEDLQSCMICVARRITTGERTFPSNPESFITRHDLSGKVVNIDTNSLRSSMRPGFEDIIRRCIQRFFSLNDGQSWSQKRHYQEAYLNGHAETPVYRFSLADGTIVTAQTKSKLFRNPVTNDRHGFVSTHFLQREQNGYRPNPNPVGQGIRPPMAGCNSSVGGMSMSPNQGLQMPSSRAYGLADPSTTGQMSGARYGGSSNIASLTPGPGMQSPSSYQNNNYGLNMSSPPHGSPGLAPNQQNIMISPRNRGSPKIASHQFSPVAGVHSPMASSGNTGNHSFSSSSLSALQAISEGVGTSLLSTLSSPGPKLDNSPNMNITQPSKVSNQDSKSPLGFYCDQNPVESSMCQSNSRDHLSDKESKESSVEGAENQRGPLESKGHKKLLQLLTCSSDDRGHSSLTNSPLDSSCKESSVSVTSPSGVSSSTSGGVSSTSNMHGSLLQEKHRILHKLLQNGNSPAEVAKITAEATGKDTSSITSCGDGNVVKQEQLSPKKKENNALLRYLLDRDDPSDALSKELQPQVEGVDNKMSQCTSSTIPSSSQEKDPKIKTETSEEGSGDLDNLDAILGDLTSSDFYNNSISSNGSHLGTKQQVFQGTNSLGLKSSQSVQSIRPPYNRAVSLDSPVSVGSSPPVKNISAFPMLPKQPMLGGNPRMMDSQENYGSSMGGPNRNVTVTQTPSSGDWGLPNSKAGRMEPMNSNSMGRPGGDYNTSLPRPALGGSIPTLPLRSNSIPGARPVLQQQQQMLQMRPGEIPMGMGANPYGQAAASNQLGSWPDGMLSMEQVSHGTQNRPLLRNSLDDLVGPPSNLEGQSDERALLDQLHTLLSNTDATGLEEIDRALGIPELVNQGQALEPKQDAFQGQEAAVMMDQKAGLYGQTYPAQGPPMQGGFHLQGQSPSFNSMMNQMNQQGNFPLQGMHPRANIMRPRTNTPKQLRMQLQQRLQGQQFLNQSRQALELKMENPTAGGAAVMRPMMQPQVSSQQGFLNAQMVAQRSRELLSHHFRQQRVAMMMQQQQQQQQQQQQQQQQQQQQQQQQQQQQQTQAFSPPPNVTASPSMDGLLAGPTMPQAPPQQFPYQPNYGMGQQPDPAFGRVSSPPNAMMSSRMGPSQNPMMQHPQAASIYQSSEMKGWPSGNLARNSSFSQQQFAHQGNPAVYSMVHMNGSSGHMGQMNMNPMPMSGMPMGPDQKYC
LMP1 NFkB inh: Epstein-Barr LMP1 NF-kappaB reporter inhibition; LMP1-induced NF-kappaB luciferase reporter cells, luminescence; inhibition, % at 12.5 µM; actives 0.69% (n = 350,000); AID 504558; in the data active = inhibition above about 41%;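 note: 0% = neutral control wells and 100% = reference inhibitor control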
C8 TRAIL sens: sensitizes caspase-8 expressing cells to TRAIL | AID 624354 | inhibition (viability loss, TRAIL sensitization), % at 10 µM | NB7+C8 cells + TRAIL, ATPlite viability luminescence | actives 1% (n = 360,000);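 active = compounds causing at least 50% loss of cell viability in the single-dose screen, relative to plate controls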
COUP-TFII inh: inhibitors of human COUP-TFII (NR2F2); HEK293T NGFI-A luciferase reporter, luminescence; P24468; inhibition, % at 8.6 µM; actives 0.7% (n = 370,000);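 active = inhibition above a per-plate cutoff, mean inhibition of test wells between control levels plus 3 SD, cut at about 38% in these data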;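 note: cells cotransfected with COUP-TFII expression vector driving the NGFI-A reporter; 0% = median of COUP-TF2 test wells and 100% = reporter-only cells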
NOD2-RIPK2 inh: NOD2-RIPK2 protein interaction inhibition; inhibition, % at 4.98 µM; O43353; CHO BLA complementation NOD2-RIPK2, CCF4 ratio; actives 0.38% (n = 360,000); AID 624267; in the data active = inhibition above about 21%;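 note: 0% = vehicle only and 100% = reference blocker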
SRC2 inh: human SRC2 (NCOA2) inhibition; AID 651957; actives 0.17% (n = 370,000); HEK293 GAL4-SRC2 luciferase reporter, luminescence; inhibition, % at 9 µM;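 active = inhibition above the mean inhibition of all tested compounds plus 3 SD, set per campaign, cut at about 52% in these data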;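 note: 0% = DMSO treated cells and 100% = cells given Gossypol at 36 µM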
TLR9-MyD88 inh: inhibitors of human TLR9-MyD88 binding; CHO BLA complementation TLR9-MyD88, CCF4 FRET ratio; inhibition, % at 4.98 µM; actives 0.21% (n = 340,000); AID 504734; Q9NR96+Q99836;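 active = inhibition above the mean over all tested compounds plus 3 SD, cut at about 21% in these data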;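 note: 0% = DMSO only wells and 100% = clavulanate BLA inhibitor control wells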
TROY NFkB inh: inhibitors of TROY-dependent NF-kB signaling | Q293 LMP1-TROYcd NF-kB luciferase reporter, 4 h | inhibition, % at 10 µM | actives 0.98% (n = 360,000) | AID 1347056;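 active = compounds whose plate-normalised and pattern-corrected inhibition of the luciferase reporter signal at the single screening dose is 50% or more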
NCOA1 inh: inhibits human SRC1 coactivator; AID 588354; Q15788; actives 0.12% (n = 360,000); HEK293 GAL4-SRC1 luciferase reporter, luminescence; inhibition, % at 3.6 µM;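 active = inhibition above the campaign mean plus 3 SD, with each screening campaign given its own cutoff, cut at about 60% in these data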;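 note: 0% = DMSO treated cells and 100% = gossypol at 36 µM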
NR5A2 inv ag: NR5A2 inverse agonism in reporter assay; HEK293T StAR-luciferase reporter, LRH-1 transfected, 24 h; inhibition, % at 3.6 µM; actives 0.13% (n = 360,000);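 active = inhibition above the mean inhibition of all tested compounds plus 3 SD, cut at about 73% in these data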;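 note: 0% = DMSO wells and 100% = reporter-only cells lacking LRH-1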
Numbers without * were called inactive; . = not tested or not shown; & = joins results of further samples.

Results follow in this order: TWEAK-Fn14 inh | NCOA3 inh | LMP1 NFkB inh | C8 TRAIL sens | COUP-TFII inh | NOD2-RIPK2 inh | SRC2 inh | TLR9-MyD88 inh | TROY NFkB inh | NCOA1 inh | NR5A2 inv ag
#1 O=C(CCNNC(=O)c1ccncc1)NCc1ccccc1
  -23 | -7 | 0 | 7 | -2 | -18 | -35 | -11 | -2 | -10 | -16
#2 CC(C(=O)O)c1ccc(C(=O)c2cccs2)cc1 (stereo not drawn)
  -7 | -3 | -5 | -1 | -9 | -7 | 2 | -4 | -29 | 8 | -7
#3 CC[N+](C)(CC)CCOC(=O)C(O)(c1ccccc1)C1CCCCC1 (stereo not drawn)
  1 | -25 | 11 | -5 | 2 | -16 | -11 | -10 | 12 | -2 | 18
#4 CCCn1cnc2c1c(=O)n(CCCCC(C)=O)c(=O)n2C
  2 | 13 | -7 | -15 | -2 | -7 | -32 | 0 | 0 | -2 | -3
#5 CCN(CC)CCOC(=O)C1(c2ccccc2)CCCC1
  -10 | 4 | -4 | -7 | 10 | -6 | -7 | -4 | -16 | -2 | -8
#6 COc1ccc(/C=C/C(=O)Nc2ccccc2C(=O)O)cc1OC
  98* | 49 | 18 | 29 | 60* | -16 | 34 | -3 | 84* | 38 | 37
#7 CC1(C)OC2CC(=O)OCC23C1CC(=O)C1(C)C3CCC2(C)C(c3ccoc3)OC(=O)C3OC321 (stereo not drawn)
  -31 | 6 | . | 10 | -6 | -10 | 0 | . | -5 | -4 | -14
#8 NC(=O)c1cn(Cc2c(F)cccc2F)nn1
  9 | 2 | -4 | 2 | -23 | -4 | -14 | -6 | -7 | -26 | 9
#9 COc1cc2c(c(OC)c1OC)-c1c(cc3c(c1OC)OCO3)[C@@H](OC(C)=O)[C@H](C)[C@H](C)C2
  4 | 16 | 4 | -7 | 14 | 4 | -4 | -4 | -8 | -27 | -4
#10 C=CC1=C(C(=O)O)N2C(=O)[C@@H](NC(=O)/C(=N\O)c3csc(N)n3)[C@H]2SC1 (stereo in doubt)
  10 | 4 | 29 | 14 | 5 | 9 | -17 | -1 | 9 | -16 | -9
#11 CC(=O)c1ccc2c(c1)N(CCCN(C)C)c1ccccc1S2
  -20 | -1 | 4 | -10 | -5 | -3 | -10 | 3 | 1 | -24 | -17
#12 CCCNC(C)C(=O)Nc1c(C)csc1C(=O)OC (stereo not drawn)
  7 | 8 | -16 | 1 | -7 | 1 | 12 | -7 | 7 | -5 | 8
#13 Cc1cc(-c2ccccc2)nnc1NCCN1CCOCC1
  -3 | -10 | 4 | 2 | 11 | -8 | -12 | -14 | -2 | -29 | -20
#14 c1ccc(CC2=NCCN2)cc1
  0 | -1 | 3 | 5 | -14 | -15 | -29 | -5 | 14 | 13 | -15
#15 COC(=O)c1ccc(O)cc1
  4 | 6 | 5 | 2 | 7 | 1 | 5 | -5 | 14 | 12 | 11
#16 CC(COc1ccccc1)NC(C)C(O)c1ccc(O)cc1 (stereo not drawn)
  -13 | 0 | 3 | 1 | -15 | -11 | -13 | -41 | -6 | -37 | -5
#17 CN1CCOC(c2ccccc2)c2ccccc2C1 (stereo not drawn)
  16 | -3 | 2 | 2 | 13 | -9 | 18 | 6 | 0 | -36 | -5
#18 Cc1nc2ccccn2c(=O)c1CCN1CCC(C(=O)c2ccc(F)cc2)CC1
  7 | -6 | 0 | 2 | 7 | -5 | -16 | 7 | 5 | 9 | -9
#19 CC1(C)Cc2c(sc(NC(=S)NC(=O)c3ccccc3)c2C(=O)O)CO1
  -16 | 10 | -2 | 4 | 0 | -15 | -4 | 4 | -21 | -8 | -18
#20 CC(=O)OCC1=C[C@@H]2OC(=O)C3=CO[C@@H](O[C@@H]4O[C@H](CO)[C@@H](O)[C@H](O)[C@H]4O)[C@H]1[C@@H]32
  4 | 4 | -1 | 3 | 18 | 2 | 11 | -4 | 1 | -4 | 23
#21 C/C=C(/C)C(=O)O[C@@H]1c2c(ccc3ccc(=O)oc23)OC(C)(C)[C@@H]1OC(=O)/C(C)=C\C
  1 | 2 | 1 | 27 | 10 | -2 | 24 | -13 | -3 | 1 | -20
#22 CCOc1ccc(NC(=O)Cn2cc(C(=O)c3ccco3)c3ccccc32)cc1
  -5 | 11 | -4 | 7 | -6 | 13 | -6 | -1 | -14 | -5 | -20
#23 Oc1ccc(/C=C/c2cc(O)cc(O)c2)cc1
  -42 | -96 | -32 | 39 | -61 | -2 | -62 | 1 | -69 | -106 | -148
#24 COc1ccc(C(=O)CC(=O)c2ccc(C(C)(C)C)cc2)cc1
  15 | -13 | 4 | 4 | 18 | 6 | -13 | -5 | -4 | -8 | -18
#25 O=C(c1ccc(F)cc1)C1CCN(CCn2c(=O)[nH]c3ccccc3c2=O)CC1
  -1&-6 | 7&12 | 4&4 | -8&0 | 0&15 | -8&-12 | -10&5 | -6&2 | 0&-10 | -7&12 | -24&15
#26 O=C(NCCc1c[nH]c2ccccc12)c1cccnc1
  -4 | -52 | -11 | -9 | -8 | -3 | 5 | -15 | -16 | -14 | -5
#27 CC[n+]1c(C)sc2cc(OC)ccc21
  -3 | 10 | 4 | -5 | -19 | 2 | -8 | 0 | 12 | -12 | 0
#28 CCN(CC)CCNC(=O)c1cc(Cl)c(N)cc1OC
  13 | 2 | 1 | -6 | 2 | 0 | 15 | 1 | -5 | -16 | 16
#29 CCOc1ccc(C(=O)OCCN(CC)CC)cc1
  -34 | -20 | 7 | 1 | -19 | 6 | -30 | -6 | 2 | 2 | -7
#30 CN1CCN(C(c2ccccc2)c2ccccc2)CC1
  -10 | -17 | 3 | -19 | 3 | -10 | -10 | -5 | 3 | 2 | 3

[31] CC(=O)Nc1ccc(C(=O)O)cc1
[32] CCOC(=O)c1ccc(N)cc1
[33] Cc1c(NC(=O)c2cccnc2)c(=O)n(-c2ccccc2)n1C
[34] CCCCCCO
[35] CC(=O)NC(Cc1ccccc1)C(=O)O (stereo not drawn)
[36] CN(C)CCOC(C)(c1ccccc1)c1ccccn1 (stereo not drawn)
[37] CN1CCN(CCC(=O)N2c3ccccc3Sc3ccc(C(F)(F)F)cc32)CC1
[38] CC(=O)c1ccc(S(=O)(=O)NC(=O)NC2CCCCC2)cc1
[39] OCCN1CCN(CCCN2c3ccccc3Sc3ccc(Cl)cc32)CC1
[40] COc1ccccc1N1CCN(CCCNc2cc(=O)n(C)c(=O)n2C)CC1
compound no. | 31 | 32 | 33 | 34 | 35 | 36 | 37 | 38 | 39 | 40
TWEAK-Fn14 inh | -21 | -3 | -5 | -6 | 1 | -3 | 6 | 13 | -11 | 20
NCOA3 inh | -36 | 8 | 13 | -6 | 3 | 6 | -18 | -14 | -1 | -3
LMP1 NFkB inh | -8 | 0 | 7 | 4 | 0 | 1 | -6 | -8 | -25 | 1
C8 TRAIL sens | -5 | -8 | -3 | -2 | -6 | 12 | -24 | -4 | 7 | -2
COUP-TFII inh | -11 | -13 | -2 | -13 | 7 | -3 | -11 | 21 | 3 | 8
NOD2-RIPK2 inh | 5 | -8 | -3 | 5 | -8 | -17 | -4 | 12 | 9 | 10
SRC2 inh | -12 | -32 | -14 | 6 | 0 | -2 | 13 | 1 | -2 | 0
TLR9-MyD88 inh | -3 | -5 | -1 | 6 | 4 | 0 | -2 | -12 | -2 | 11
TROY NFkB inh | -7 | 0 | 16 | 6 | -8 | -1 | -1 | 14 | 1 | -1
NCOA1 inh | -6 | 4 | -34 | 0 | -4 | 7 | -8 | -21 | -19 | 15
NR5A2 inv ag | 0 | -13 | 15 | 22 | 3 | -11 | -25 | 20 | 25 | 0

Whole records as entered above:
CC(=O)OCC1=C[C@@H]2OC(=O)C3=CO[C@@H](O[C@@H]4O[C@H](CO)[C@@H](O)[C@H](O)[C@H]4O)[C@H]1[C@@H]32 reads TWEAK-Fn14 inh: 4; NCOA3 inh: 4; LMP1 NFkB inh: -1; C8 TRAIL sens: 3; COUP-TFII inh: 18; NOD2-RIPK2 inh: 2; SRC2 inh: 11; TLR9-MyD88 inh: -4; TROY NFkB inh: 1; NCOA1 inh: -4; NR5A2 inv ag: 23
O=C(NCCc1c[nH]c2ccccc12)c1cccnc1 reads TWEAK-Fn14 inh: -4; NCOA3 inh: -52; LMP1 NFkB inh: -11; C8 TRAIL sens: -9; COUP-TFII inh: -8; NOD2-RIPK2 inh: -3; SRC2 inh: 5; TLR9-MyD88 inh: -15; TROY NFkB inh: -16; NCOA1 inh: -14; NR5A2 inv ag: -5

Other records follow:
[41] Cc1ccc(CN2CCN(Cc3cccc4nccnc34)CC2CCO)cc1 (stereo not drawn)
[42] CCOc1ccccc1C(N)=O
[43] OC(C#CCN1CCCC1)(c1ccccc1)c1ccccc1
[44] c1ccc(CN(CC2=NCCN2)c2ccccc2)cc1
[45] Cn1c(=O)c2c(ncn2CC2OCCO2)n(C)c1=O
[46] C1CCC(C(CC2CCCCN2)C2CCCCC2)CC1 (stereo not drawn)
[47] C[C@]12CCC(=O)C=C1CC[C@@H]1[C@@H]2CC[C@@]2(C)[C@H]1CC[C@]2(O)C(=O)CO
[48] CC12CCC(CC1)C(C)(C)O2
[49] COc1ccc(C(=O)NCc2ccc(OCCN(C)C)cc2)cc1OC
compound no. | 41 | 42 | 43 | 44 | 45 | 46 | 47 | 48 | 49
TWEAK-Fn14 inh | -4 | 1 | 7 | -18&-13 | 3 | -12&-40 | 1 | 8 | -12
NCOA3 inh | 1 | 6 | 5 | 15&14 | -7 | 6&2 | -3 | 1 | -9
LMP1 NFkB inh | 6 | 1 | -5 | 3&2 | -1 | -6&-13 | 38 | -7 | 7
C8 TRAIL sens | -15 | -5 | -12 | -5&9 | -14 | 12&30 | -10 | -1 | -15
COUP-TFII inh | -9 | 7 | 17 | -22&15 | -17 | 4&6 | 9 | -13 | -7
NOD2-RIPK2 inh | -11 | 2 | -15 | -1&-28 | 3 | 1&8 | 3 | -8 | -11
SRC2 inh | 10 | -5 | 4 | -10&-13 | -13 | 14&-11 | -23 | 0 | 1
TLR9-MyD88 inh | -1 | -3 | 2 | 21&2 | 1 | 2&6 | 1 | 3 | 2
TROY NFkB inh | -1 | -17 | -10 | 7&8 | 3 | -4&-18 | 2 | 3 | -16
NCOA1 inh | -5 | 0 | 1 | -18&-4 | 11 | 12&-2 | 3 | 13 | 1
NR5A2 inv ag | -10 | -14 | -6 | 2&5 | -15 | 13&0 | -12 | 8 | 14

A few values from the results shown.
Result of compound 49 in TLR9-MyD88 inh: 2
Result of compound 47 in TWEAK-Fn14 inh: 1

Just TROY NFkB inh, COUP-TFII inh and NCOA1 inh, for some of the entries so far:
no. | canonical_smiles | TROY NFkB inh | COUP-TFII inh | NCOA1 inh
34 | CCCCCCO | 6 | -13 | 0
35 | CC(=O)NC(Cc1ccccc1)C(=O)O (stereo not drawn) | -8 | 7 | -4
36 | CN(C)CCOC(C)(c1ccccc1)c1ccccn1 (stereo not drawn) | -1 | -3 | 7
37 | CN1CCN(CCC(=O)N2c3ccccc3Sc3ccc(C(F)(F)F)cc32)CC1 | -1 | -11 | -8
38 | CC(=O)c1ccc(S(=O)(=O)NC(=O)NC2CCCCC2)cc1 | 14 | 21 | -21
39 | OCCN1CCN(CCCN2c3ccccc3Sc3ccc(Cl)cc32)CC1 | 1 | 3 | -19
40 | COc1ccccc1N1CCN(CCCNc2cc(=O)n(C)c(=O)n2C)CC1 | -1 | 8 | 15

Down the list, quoted from above:
COUP-TFII inh for nos. 41–49 → -9, 7, 17, -22&15, -17, 4&6, 9, -13, -7

Bioassay records as filed in PubChem BioAssay.

This is a subset. The share of hits here may be higher or lower than overall.
